Screening data as filed in PubChem BioAssay.
Rad51 HR inh: human RAD51 strand exchange inhibitors, primary screen, biochemical, fluorescence; DNA repair protein RAD51 homolog 1 (Homo sapiens), Q06609; hRad51 DNA strand exchange, fluorescence dequenching; inhibition, % at 10 µM; 0.085% of 200,000 active; AID 1385, 2008;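 active = inhibition above 40% at the single screening dose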;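 note: 0% = DMSO control wells and 100% = blanks with heterologous ssDNA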
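Test system – preformed human Rad51 ssDNA filaments · Reagent – Donor/quencher-labelled 47-bp dsDNA substrate · Incubation – 37 °C 15-min filament assembly, 30-min compound preincubation, 15-min exchange · Signal – FRET fluorescence dequenching, excitation 485 nm, emission 520 nm · Read-out – percent inhibition from fluorescence, normalised to plate control and blank means · Benchmarks – plate control and blank wells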
FXIa inh: human FXIa protease inhibitors, primary screen, biochemical, 1536-well. 0.14% of 220,000 active. purified FXIa, Boc-Glu-Ala-Arg-AMC fluorogenic substrate. inhibition, % at 5 µM. AID 798, 2007;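 active = inhibition of at least 40%; inactive = inhibition below 40%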;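 note: fluorescence of freed AMC excited at 355 nm; 0% = enzyme without compound and 100% = no enzyme blank; many of its hits are not listed in these tables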
Target sequence (P03951 19-387 limits assumed): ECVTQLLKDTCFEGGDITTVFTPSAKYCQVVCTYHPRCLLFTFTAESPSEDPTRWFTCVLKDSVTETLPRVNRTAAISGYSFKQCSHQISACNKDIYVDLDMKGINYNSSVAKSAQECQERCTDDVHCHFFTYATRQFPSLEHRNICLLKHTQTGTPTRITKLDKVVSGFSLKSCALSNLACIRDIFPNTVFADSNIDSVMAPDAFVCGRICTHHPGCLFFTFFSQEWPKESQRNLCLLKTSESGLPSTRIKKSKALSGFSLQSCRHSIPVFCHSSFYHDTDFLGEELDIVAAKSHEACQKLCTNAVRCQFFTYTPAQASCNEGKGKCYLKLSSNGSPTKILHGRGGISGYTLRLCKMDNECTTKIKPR
Target sequence (P03951 388-625 limits assumed): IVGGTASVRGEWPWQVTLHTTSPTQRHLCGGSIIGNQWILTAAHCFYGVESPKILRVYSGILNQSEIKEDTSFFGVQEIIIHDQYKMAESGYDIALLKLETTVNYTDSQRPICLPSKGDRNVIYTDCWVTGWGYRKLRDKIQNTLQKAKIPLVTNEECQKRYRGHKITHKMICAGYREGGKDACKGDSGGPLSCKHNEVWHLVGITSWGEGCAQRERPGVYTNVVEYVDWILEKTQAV
Furin inhibitor: human furin inhibitors, primary screen, biochemical, fluorescence intensity | P09958 | purified furin, fluorogenic substrate cleavage | inhibition, % at 30 µM | 0.061% of 220,000 active | AID 463115, 2010; in the data active = inhibition above about 25%; note: inactives centre near -15
PERK inhibitor: block of dimerizer-induced PERK translation repression, primary screen, PERK inhibitor project, CHO PERK-DD cells, SEAP luminescence, HTS; inhibition, % at 5.6 µM; 0.17% of 220,000 active; Eukaryotic translation initiation factor 2-alpha kinase 3 (Homo sapiens), Q9NZJ5; CHO PERK-DD fusion, SEAP luminescence translation reporter;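 active = inhibition above the mean inhibition of all tested compounds plus 3 SD, set separately per screening campaign, cut at about 2.9% in these data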;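 note: PERK kinase domain activated by AP20187 dimerizer at 100 nM; 0% = DMSO with dimerizer and 100% = rapamycin at 8.4 µM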
thrombin 1536: human alpha-thrombin inhibitors, primary screen, counter-screen for coagulation protease inhibitor project, biochemical, 1536-well, fluorogenic AMC substrate | Prothrombin (Homo sapiens), P00734 | Boc-VPR-AMC fluorogenic substrate cleavage | inhibition, % at 5 µM | 0.26% of 220,000 active | AID 1046, 2008;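 active = inhibition at or above 40%; inactive = inhibition below 40%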;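 note: 0% = enzyme with no compound and 100% = wells without enzyme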
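Material: human alpha-thrombin protein; Also added: Boc-VPR-AMC substrate, 15 µM final; Timing: enzyme reaction carried out at room temperature; Signal: fluorescence, ex 355 nm, em 460 nm; Measure: % inhibition of thrombin; Controls: enzyme without compound as high, wells lacking enzyme as low.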
Cl transport mod: KCC2 cotransporter modulators, thallium flux, primary screen, cell-based, HEK293 KCC2, FluoZin-2 fluorescence, MLSMR; KCC2 cells, thallium flux FluoZin-2 fluorescence; B-score of Tl+ flux slope (higher = more flux/activation; lower = inhibition) at 10 µM; 2.2% of 190,000 active; AID 1456, 2008;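 active = thallium flux slope and its plate-corrected score both differing from the plate sample mean at a set confidence after two filtering rounds, in either direction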;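 note: slope of fluorescence scaled to starting intensity during 10 to 20 s after thallium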
FXIIa inh 1536: human FXIIa protease inhibitors, primary screen, biochemical, 1536-well. Coagulation factor XII (Homo sapiens), P00748. purified FXIIa, Boc-QGR-AMC fluorogenic substrate, 2 h. inhibition, % at 5 µM. 0.3% of 220,000 active; in the data active = inhibition above about 40%;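 note: 0% = enzyme with no compound and 100% = blank without enzyme; many of its hits are not listed in these tables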
KLK5 inh: human KLK5 protease inhibitors, primary screen, biochemical, 1536-well; inhibition, % at 5 µM; AID 873, 2007; 0.59% of 210,000 active; recombinant hK5, fluorogenic AMC substrate cleavage;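 active = inhibition of 40% or more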;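 note: 0% = enzyme controls without compound and 100% = no-enzyme blanks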
Target sequence (Q9Y337 67-293 limits assumed): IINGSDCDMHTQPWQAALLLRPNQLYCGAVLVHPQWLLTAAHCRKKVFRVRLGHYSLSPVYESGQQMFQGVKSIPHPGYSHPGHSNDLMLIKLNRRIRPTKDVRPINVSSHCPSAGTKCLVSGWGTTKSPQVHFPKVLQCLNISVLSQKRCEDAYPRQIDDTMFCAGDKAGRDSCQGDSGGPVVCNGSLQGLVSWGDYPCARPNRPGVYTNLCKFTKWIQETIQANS
Calpain2 inh: inhibitors of pig calpain II, primary screen, biochemical, fluorogenic peptide substrate, 1536-well; purified calpain II, 30 min; AID 1236, 2008; 0.37% of 220,000 active; inhibition, % at 16 µM;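 active = inhibition above about 50%, limit read from the data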
Active calls of the source: *; / = no result given; [ ] = remark or other dose. These rows are one share of the data, so the mix of outcomes need not match the whole.

SMILES	Rad51 HR inh	FXIa inh	Furin inhibitor	PERK inhibitor	thrombin 1536	Cl transport mod	FXIIa inh 1536	KLK5 inh	Calpain2 inh
COc1ccc(C(C[N+](=O)[O-])C2(c3ccc(OC)c(OC)c3)C(=O)c3ccccc3C2=O)cc1 (stereo unspecified)	15	8	-7	0.1	0	0.19	15	-11	1
COc1ccc(N2C3=[N+](CCCC3)CC2(C)O)cc1 (stereo unspecified)	4	-4	/	/	-5	/	7	-6	18
CN1CCN(C(=S)Nc2ccc(S(N)(=O)=O)cc2)CC1	5	2	-30	-0.7	1	0.71	/	4	10
C#CCOCCOCCOCCNc1nc(N2CCN(C(=O)[C@H]([C@@H](C)CC)n3cc([C@@H](N)CC(C)C)nn3)CC2)nc(N2CCN(C(=O)[C@H](Cc3cc4ccccc4[nH]3)n3cc([C@@H](N)C(C)CC)nn3)CC2)n1 (stereo partly specified)	-8	-3	-20	/	-5	1.7	1	-4	-52
Cc1cc(N2CCCC2=O)ccc1S(=O)(=O)NCCOc1ccccc1	3	-1	-19	0.5	-14	/	4	-2	-12
Cc1ccc(S(=O)(=O)Cn2nnnc2C(c2ccc(F)cc2)N2CCC(C(N)=O)CC2)cc1 (stereo unspecified)	-12	5	-22	0.5	-8	/	4	-16	15
O=C(Cn1c2ccccc2c(=O)c2ccccc21)N/N=C/c1ccc(N2CCCC2)c([N+](=O)[O-])c1	0	9	-16	0.6	-3	-0.73	14	-2	-22
Cc1nc2ccc(NS(=O)(=O)c3c(C)c(C)cc(C)c3C)cc2s1	-8	5	-8[20 µM]	-0.8	0	-0.54	16	-9	-19
CCOC(=O)c1cc(=O)c2ccc(OCC(=O)Nc3ccccc3)cc2o1	-4	0	-5	-1.0	-1	0.59	6	-1	7
C=CCn1c(SCC(=O)Nc2cccc(OC)c2)nnc1-c1cccnc1	3	10	-7	-0.3	2	-1.5	18	-2	-21
Cc1cccc(NC(=S)NNC(=O)c2csc(C(C)C)c2)c1	3	6	-19[20 µM]	-0.3	-6	16*	10	-73	-13
Cc1c(/C=N/NC(N)=O)c2ccccn2c1C(=O)c1ccncc1	-17	-2	9	0.4	3	-0.43	7	-3	-6
Cc1ccc(OC(=O)c2ccc3snnc3c2)cc1	7	7	-18[20 µM]	1.3	1	-0.22	20	-9	3
Cc1cccc(-c2cc(C(=O)Nc3sc(C)c(C)c3C(N)=O)c3ccccc3n2)c1	/	-3	-8[20 µM]	-1.5	-2	2.4	-1	2	-77
CC(C)CC(NC(=O)c1ccc(Cl)cc1)C(=O)OCc1cc([N+](=O)[O-])cc2c1OCOC2 (stereo unspecified)	-7	-6	-11	-0.6	-9	0.65	1	-1	16
O=C(Nc1cccc([N+](=O)[O-])c1)ONC1=NCCCCC1	3	0	-27	0.2	1	0.5	11	1	-6
CCOC(=O)C(C(=O)OCC)N(C#N)c1nc(N(C)C)nc(N(C)C)n1	12	1	-11	0.8	1	1.6	9	3	-27
CCNCc1ccccc1OCc1ccccc1	-7	-5	-27	1.0	0	-0.39	0	-8	-25
Cc1cc(C)cc(N(CCC#N)C(=O)CSC2=Nc3ccccc3C3CC=NN23)c1 (stereo unspecified)	-1	-1	-20	-0.1	-4	0.087	8	-3	-3
Cc1ccc(C(c2c(C)n(C)n(-c3ccccc3)c2=O)c2c(C)n(C)n(-c3ccccc3)c2=O)s1	-119	0	-11	0.6	-9	-0.55	5	-2	-1

Not a retest: entries from further up.
SMILES	Rad51 HR inh	FXIa inh	Furin inhibitor	PERK inhibitor	thrombin 1536	Cl transport mod	FXIIa inh 1536	KLK5 inh	Calpain2 inh
O=C(Nc1cccc([N+](=O)[O-])c1)ONC1=NCCCCC1	3	0	-27	0.2	1	0.5	11	1	-6
CCOC(=O)C(C(=O)OCC)N(C#N)c1nc(N(C)C)nc(N(C)C)n1	12	1	-11	0.8	1	1.6	9	3	-27

(cont.)
SMILES	Rad51 HR inh	FXIa inh	Furin inhibitor	PERK inhibitor	thrombin 1536	Cl transport mod	FXIIa inh 1536	KLK5 inh	Calpain2 inh
Cc1c(C(=O)OCC(=O)Nc2c(C)n(C)n(-c3ccccc3)c2=O)cccc1[N+](=O)[O-]	/	-3	-28	0.0	0	0.3	9	1	-10
COc1ccc(N(C)C(=O)c2oc(=O)c3ccccc3c2-c2ccc(C)cc2)c(OC)c1	13	1	-9	-2.0	0	-0.65	7	0	8
Cc1cc(=O)nc2c3ccccc3n(C(C)C(=O)Nc3cc(F)ccc3F)n12 (stereo unspecified)	-7	0	-22	-1.6	-1	-0.00042	4	1	-16
CC(C)NCC(O)COCc1ccc(Cl)cc1 (stereo unspecified)	0	-13	-16	-0.7	-4	0.56	-14	7	-15
Cc1nn(C)c(Cl)c1CN1CCCC(CO)(Cc2cccc(Cl)c2)C1 (stereo unspecified)	-35	-4	-25	0.6	-16	-0.3	2	-4	19
Cc1ccc(-c2nc(CSCC(=O)N3CCN(C(=O)c4ccco4)CC3)c(C)o2)cc1	-3	-8	-26	-1.0	-1	/	0	-8	-5
CCOc1ccc(NC(=O)c2ccc(NC(=S)NC3CC3)cc2)cc1	2	-4	-18	-0.4	-7	1.7	7	-2	-28
Cc1ccc(CN2CCNC(=O)C2CC(=O)N(Cc2c(C)nn(C)c2C)C2CC2)o1 (stereo unspecified)	/	-3	-13	-1.1	-4	/	5	-3	0
Cn1c2c(c(=O)n(C)c1=O)C(CC(=O)Nc1ccccc1)C(=O)N2 (stereo unspecified)	-2	-5	22[20 µM]	-0.2	12	0.015	15	7	92*
COc1cc(NC(=O)CN2C(=O)NC(c3ccccc3)(c3ccccc3)C2=O)c(C)cc1[N+](=O)[O-]	/	10	-21	-1.2	0	-1.3	10	-22	-47
COc1cccc(-n2nnnc2SCC(=O)NCc2ccc3c(c2)OCO3)c1	/	4	-18	1.8	5	-2.1	16	1	-2
COCCCN1C(=O)C(=O)/C(=C(/O)c2ccc(OC(C)C)c(C)c2)C1c1ccncc1 (stereo unspecified)	-11	0	1	0.2	-2	0.64	15	16	22
Cc1ccc(S(=O)(=O)NC2OC(=O)C(Cl)=C2Cl)cc1 (stereo unspecified)	0	-6	-12	0.6	-4	0.62	3	-20	5
Nc1nc(F)cc(N2CCCCCC2)n1	3	-3	-26	0.2	15	-0.082	7	0	-35
Cc1cc(NC(=O)CSc2nc3ccccc3c(=O)n2Cc2ccccc2)no1	-7	15	-16	0.2	1	/	19	2	-12
CC(C(=O)NN=C(c1ccccc1)c1ccccc1)N1CCOCC1 (stereo unspecified)	4	-6	-21	0.8	2	-0.41	-4	-13	-8
Nc1nc(-c2ccc3ccccc3c2)cs1	1	-3	-23	-0.1	-14	-2.8	-2	-4	-27
N#CCCN(C(=O)CSc1ccc2c(c1)OCCO2)c1ccc(F)cc1	6	5	-10[20 µM]	-0.5	-22	0.31	-6	4	-7
Cc1ccc(CNC(=O)Cn2cccc2C(=O)c2ccccc2)cc1	3	-3	-10[20 µM]	-1.2	2	0.53	16	-13	16
Cn1c(=O)c2ncn(CC(=O)Nc3ccc4c5c(cccc35)CC4)c2n(C)c1=O	-38	15	2[20 µM]	0.4	1	0.62	14	5	-16

Next part, starting with the last 3 of the part before.
SMILES	Rad51 HR inh	FXIa inh	Furin inhibitor	PERK inhibitor	thrombin 1536	Cl transport mod	FXIIa inh 1536	KLK5 inh	Calpain2 inh
N#CCCN(C(=O)CSc1ccc2c(c1)OCCO2)c1ccc(F)cc1	6	5	-10[20 µM]	-0.5	-22	0.31	-6	4	-7
Cc1ccc(CNC(=O)Cn2cccc2C(=O)c2ccccc2)cc1	3	-3	-10[20 µM]	-1.2	2	0.53	16	-13	16
Cn1c(=O)c2ncn(CC(=O)Nc3ccc4c5c(cccc35)CC4)c2n(C)c1=O	-38	15	2[20 µM]	0.4	1	0.62	14	5	-16
CC1(C)CC(=O)c2cnc3nc4ccccc4n3c2C1	0	-3	-10	-0.2	-14	-0.88	3	4	14
Cc1nc(-c2cccnc2)sc1C(=O)N/N=C/c1ccccc1Cl	9	4	-16	0.6	-2	0.18	7	-1	-62
O=C(COc1ccccc1)N1CCN=C1SCc1ccc(F)cc1	4	-3	-21	0.8	-3	-0.19	8	-2	-16
CN(C)c1ccc(/C=N/NC(=O)c2ccn(C)n2)cc1	14	11	-13	3.0*	0	0.3	5	4	-33
COC(=O)CCN(C(=O)c1ccc(OC(C)=O)cc1)c1ccccn1	5	-5	-30[20 µM]	0.9	-3	-3.8*	2	-23	19
CO/N=C/c1ccc(N2CCN(C(=O)c3ccc(F)cc3)CC2)c([N+](=O)[O-])c1	-3	9	-12[20 µM]	-0.6	3	-0.017	20	-21	10
Cc1ccc(N2C(N)=C(C#N)C(c3cc(CN4CCOCC4)cs3)C3=C2CC(C)(C)CC3=O)cc1 (stereo unspecified)	12	-8	-17	0.8	-2	0.13	-5	-29	-232
COC(=O)c1cn(CC(=O)NC2CCCCC2)c2ccccc12	-6	-2	-10	0.9	19	1.1	31	24	15
CCCCCC1CC(CC(=O)NC(=S)Nc2ccc([N+](=O)[O-])cc2)C(=O)O1 (stereo unspecified)	-7	9	-7[20 µM]	-0.6	2	-0.43	18	-5	2
COc1cc(Cl)c(C)cc1NC(=O)COC(=O)/C=C/c1c(C)nn(C2CCS(=O)(=O)C2)c1Cl (stereo unspecified)	-6	-3	-13[20 µM]	0.1	-5	0.59	-2	3	-18
COc1cccc(N2CCN(CC(=O)NC(=O)NCc3ccco3)CC2)c1	12	15	-18	1.3	4	0.025	5	-24	-142
CCOC(=O)C1=C(Nc2ccccc2)CC(C)(O)C(C(=O)OCC)C1c1ccccc1 (stereo unspecified)	-1	-4	-14	-1.1	-10	0.48	4	-1	22
CCSc1nc(C)nc2sc(C)c(C)c12	-17	-1	-28	1.5	-3	/	12	1	-2
COC(=O)COc1c(Cl)cc(Cl)c2ccc(C)nc12	9	-6	-22	1.9	-1	6.2*	-15	-27	-27
Cc1ccccc1Nc1nc(NCc2ccco2)c2ccccc2n1	-4	8	-8	0.9	19	-0.77	5	-1	13
Cc1cc(N2C(=O)C3C4C=CC(C4)C3C2=O)ccc1NC(=O)c1cccs1 (stereo unspecified)	-5	4	-14	1.1	-9	-0.061	4	-20	-13
CCOc1cc(/C=N/Nc2nncc(-c3ccccc3)n2)ccc1O	-8	0	-2	-0.3	/	-0.63	0	-4	5
CC1CCCC(NC(=O)CCC(=O)c2ccc(F)cc2)C1C (stereo unspecified)	13	4	-19	0.2	-2	-4*	7	14	24
O=C(Nc1cc(S(=O)(=O)N2CCOCC2)ccc1N1CCCC1)C1COc2ccccc2O1 (stereo unspecified)	/	7	-4	0.1	-5	-0.81	7	3	6
O=C1NCCN1C(=O)c1ccccc1F	-1	4	-22	1.1	-7	/	0	-2	-7
O=C(/C=C/c1ccc(Cl)c([N+](=O)[O-])c1)Nc1cccc(NC(=O)c2ccco2)c1	/	7	-8	-0.8	-10	/	8	-17	-51
